Source: PubChem
CIT2-GFP yeast: yeast TOR pathway CIT2-GFP modulation; S. cerevisiae CIT2-GFP strain, flow cytometry, 3 h; 100 means same as DMSO wells; GFP response vs DMSO, % at 10 µM; 320,000 compounds, 0.065% hits;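 active means GFP response relative to DMSO above a set limit, near the screen mean plus 3 SD, cut at about 150% in these data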;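 further: ratio of well median GFP fluorescence to mean of DMSO wells on the plate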
RPL19A-GFP yeast: modulators of TOR pathway RPL19A-GFP in S. cerevisiae | percent response vs DMSO, % at 10 µM | AID 2025 | S. cerevisiae RPL19A-GFP strain, flow cytometry, 3 h; hits give low values | 330,000 compounds, 0.3% hits;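 active means percent response vs DMSO below 50%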;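 further: median channel GFP fluorescence of the barcoded RPL19A-GFP strain; ratio of sample median GFP to plate DMSO average so 100% = DMSO; lower means less RPL19A-GFP as with rapamycin TOR inhibition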
AGP1-GFP MLPCN: yeast TOR pathway AGP1-GFP modulation; S. cerevisiae AGP1-GFP multiplex flow cytometry, 3 h; GFP as percent of DMSO wells; GFP response vs DMSO, % at 10 µM; 320,000 compounds, 0.02% hits; AID 2066;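 active means GFP response relative to DMSO above a set limit, near screen average plus 3 SD, cut at about 150% in these data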;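 further: median GFP channel fluorescence of the gated AGP1 strain per well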
LAP4 TOR yeast: alters LAP4-GFP fluorescence in TOR pathway yeast screen. S. cerevisiae LAP4-GFP multiplex, flow cytometry GFP, 3 h; median GFP as percent of DMSO wells. AID 2023. GFP response vs DMSO, % at 10 µM. 320,000 compounds, 0.34% hits;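 active means GFP response vs DMSO above a set limit, about the screen mean plus 3 SD, cut at about 150% in these data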
MEP2 TOR yeast: yeast TOR pathway MEP2-GFP modulation; S. cerevisiae MEP2-GFP strain, flow cytometry GFP, 3 h; 100% = DMSO control level; GFP response vs DMSO, % at 10 µM; 330,000 compounds, 0.51% hits;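 active means GFP response versus DMSO above a set limit, roughly screen mean plus 3 SD, cut at about 180% in these data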;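 further: median GFP fluorescence of the barcode-gated MEP2-GFP cells per well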
AHR act: human AHR activation; AHR-responsive luciferase reporter cells, luminescence; 320,000 compounds, 2.5% hits; activation, % at 5 µM; AID 2796; in the data active means activation above about 47%;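 further: 0% = vehicle wells and 100% = reference agonist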
procasp3 activ: procaspase-3 (human) activation. P42574. recombinant procaspase-3 D3A, Ac-DEVD-pNA absorbance 405 nm. activation, % at 8.5 µM. 330,000 compounds, 0.11% hits. AID 463141;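 active means activation above the mean of all tested compounds plus 3 SD, cut at about 21% in these data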;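 further: 0% = DMSO alone and 100% = DMSO wells spiked with extra 5 µM PC-3 D3A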
Target sequence (P42574 whole entry D9A/D28A/D175A): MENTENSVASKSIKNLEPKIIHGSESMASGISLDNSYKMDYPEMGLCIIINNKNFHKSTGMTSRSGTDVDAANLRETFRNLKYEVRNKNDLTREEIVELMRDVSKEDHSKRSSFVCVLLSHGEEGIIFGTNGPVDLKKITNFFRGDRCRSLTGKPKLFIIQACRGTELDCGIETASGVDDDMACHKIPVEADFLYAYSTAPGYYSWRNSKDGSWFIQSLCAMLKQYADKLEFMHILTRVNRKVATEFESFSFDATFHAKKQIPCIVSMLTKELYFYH
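System: Procaspase-3 D3A mutant. Medium: Zinc-free 300 mM NaCl, 50 mM HEPES, 0.01% Triton X-100. Schedule: 1 h preincubation plus 2 h reaction at 25 °C. Measured by: 405 nm absorbance of p-nitroaniline, reads at 0 and 120 min. Read-out: percent activation relative to control range.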
procasp7 counter: counter-screen for procaspase-3 activators: activators of human procaspase-7; AID 463210; recombinant procaspase-7, Ac-DEVD-pNA absorbance 405 nm; D23A/D198A/D206A triple mutant, cannot self-cleave; scale: DMSO 0, 5 µM enzyme 100; activation, % at 8.5 µM; 330,000 compounds, 0.093% hits; P55210;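 active means percent activation above the screen-wide mean plus 3 SD, cut at about 25% in these data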
Target sequence (P55210 whole entry D23A/D198A/D206A): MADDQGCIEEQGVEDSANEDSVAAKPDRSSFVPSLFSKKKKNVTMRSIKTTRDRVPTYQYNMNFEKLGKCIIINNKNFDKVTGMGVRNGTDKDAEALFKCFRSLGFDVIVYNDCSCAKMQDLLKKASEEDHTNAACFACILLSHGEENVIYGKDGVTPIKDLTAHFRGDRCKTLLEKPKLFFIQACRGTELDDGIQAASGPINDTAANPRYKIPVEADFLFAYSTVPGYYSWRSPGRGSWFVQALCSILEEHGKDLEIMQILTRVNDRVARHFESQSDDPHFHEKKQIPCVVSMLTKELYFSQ
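Detection: p-Nitroaniline absorbance at 405 nm, read at 0 and 120 min; system: Uncleavable procaspase-7 mutant enzyme; evaluation: % activation from two-timepoint absorbance difference, scaled to controls; times: 1 h enzyme–compound preincubation and 2 h substrate reaction, both 25 °C; buffer or medium: Zinc-free HEPES pH 7.4 with 300 mM NaCl, 0.01% Triton X-100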
Starred values were filed as active, the others as inactive; . = no result given; & = joins results of further samples.

Structure	CIT2-GFP yeast	RPL19A-GFP yeast	AGP1-GFP MLPCN	LAP4 TOR yeast	MEP2 TOR yeast	AHR act	procasp3 activ	procasp7 counter
COc1ccccc1N1CCN(C(=O)CCNS(=O)(=O)c2cc(Br)cnc2N)CC1	101	99	100	90	96	5	-4	1
COC(=O)c1ccc(CNC(=O)COC(=O)CCN2C(=O)C3CC=CCC3C2=O)cc1 (stereo unspecified)	95	102	106	104	104	-1	-1	12
O=C(Nc1cccnc1)c1ccc(Cl)c(S(=O)(=O)N2CCCC2)c1	.	111	102	86	116	31	0	1
CCC(=O)Nc1nnc(CSCc2ccc(F)cc2)s1	105	96	98	103	100	2	-3	5
CN1C(=O)c2ccccc2Sc2ccc(C(=O)O)cc21	103	101	104	98	108	8	-1	-4
Fc1ccc(-c2cc(C(F)(F)F)nc(-n3cc(Cl)cn3)n2)cc1	93	93	96	84	98	-7	5	1
CCc1ccc(OCC(=O)Nc2ccc(S(=O)(=O)Nc3ccccn3)cc2)cc1	112	102	101	100	102	-2	8	4
Cc1ccccc1CSCC(=O)NC(=O)NCc1ccco1	94	98	99	95	97	4	11	-4
O=C(NCc1n[nH]c(=S)n1-c1ccc(Br)cc1)c1ccc(S(=O)(=O)N2CCCC2)cc1	103	103	104	99	106	2	-1	-9
Cc1ccc(S(=O)(=O)N2CCC(C(=O)NC3CC3)CC2)cc1	98	99	100	97	99	-1	8	2
CC1=C(C/C=C(\C)CCC[C@H](C)CCC[C@H](C)CCCC(C)C)C(=O)c2ccccc2C1=O	101	107	106	108	104	13	-5	-5
O=C(Nc1ccc(CN2CCCCC2)cc1)Nc1ccccc1Cl	101	102	99	92	103	6	2	2

Next section
Structure	CIT2-GFP yeast	RPL19A-GFP yeast	AGP1-GFP MLPCN	LAP4 TOR yeast	MEP2 TOR yeast	AHR act	procasp3 activ	procasp7 counter
COc1ccccc1N1CCN(C(=O)c2ccc(Cl)c(S(=O)(=O)NCc3ccco3)c2)CC1	94	100	102	96	95	2	-2	-10
O=C(N/N=C/c1cc(Br)cc(Cl)c1O)c1ccc2c(c1)OCO2	91	96	96	107	102	13	-73	-44
CCn1c(SCc2ccc(C(=O)Nc3nccs3)cc2)nnc1-c1ccc(NC(C)=O)cc1	104	97	98	99	104	9	-1	5
COc1ccccc1CNc1ncnc2c1nnn2Cc1ccccc1	90	97	96	104	100	19	-4	10
N#Cc1c(/N=C/c2cc3ccccc3s2)sc2c1CCC2	100	103	99	94	104	15	0	-5
CCC(=O)Nc1ccc2c(c1)OCCO2	105	96	103	91	95	-2	6	3
Cc1cc(C#N)c(C)c(SCc2[nH]nc3c2C(c2ccccc2)C(C#N)=C(N)O3)n1 (stereo unspecified)	88	92	90	87	87	3	-7	-3
CCOC(=O)C(=CNNc1ccccc1)C(=O)OCC	102	94	100	171*	94	-1	-7	-5
O=c1oc2ccccc2c(NC2CCCCC2)c1NS(=O)(=O)c1ccc(F)cc1	93	99	97	98	96	-1	-4	-8
COC(=O)c1cccc(NC(=O)c2onc3c2CCCC3)c1	102	98	93	94	102	-7	-2	10
COc1ccc(CCN2C(=O)CC(Cc3cccc(C)c3)C2=O)cc1OC (stereo unspecified)	98	102	102	104	105	2	3	0
C=CCNc1sc(C(=O)c2ccccc2)c(N)c1-c1nc2ccccc2s1	103	93	92	98	95	132*	-17	-15

Retrieved by structure from the entries so far, 5 records:
Structure	CIT2-GFP yeast	RPL19A-GFP yeast	AGP1-GFP MLPCN	LAP4 TOR yeast	MEP2 TOR yeast	AHR act	procasp3 activ	procasp7 counter
COC(=O)c1cccc(NC(=O)c2onc3c2CCCC3)c1	102	98	93	94	102	-7	-2	10
COc1ccc(CCN2C(=O)CC(Cc3cccc(C)c3)C2=O)cc1OC (stereo unspecified)	98	102	102	104	105	2	3	0
COc1ccccc1N1CCN(C(=O)c2ccc(Cl)c(S(=O)(=O)NCc3ccco3)c2)CC1	94	100	102	96	95	2	-2	-10
C=CCNc1sc(C(=O)c2ccccc2)c(N)c1-c1nc2ccccc2s1	103	93	92	98	95	132*	-17	-15
Cc1cc(C#N)c(C)c(SCc2[nH]nc3c2C(c2ccccc2)C(C#N)=C(N)O3)n1 (stereo unspecified)	88	92	90	87	87	3	-7	-3

Next part.
Structure	CIT2-GFP yeast	RPL19A-GFP yeast	AGP1-GFP MLPCN	LAP4 TOR yeast	MEP2 TOR yeast	AHR act	procasp3 activ	procasp7 counter
O=C(Nc1nc2ccccc2[nH]1)c1cccc(F)c1	97	98	93	107	102	47	8	-1
CCOc1cccc(NC(=O)C2CC(=O)N(c3ccc(F)cc3)C2)c1 (stereo unspecified)	101	106	102	90	105	5	4	13
CC1(C)CC(=O)C=C(Nc2ccc(OCC(F)(F)C(F)F)cc2)C1	99	97	105	97	108	6	-2	-3
O=S(=O)(NCC1NCCc2ccccc21)c1ccccc1 (stereo unspecified)	.	101	102	99	100	3	1	1
COc1ccc(S(=O)(=O)N2c3ccccc3OCC2CC(=O)O)cc1 (stereo unspecified)	103	101	98	94	102	0	11	10
NC(=O)C1(NC(=O)[C@@H]2CC3(CC(c4cccc(NC(=O)[C@@H]5CCC(=O)N5)c4)=NO3)CN2C(=O)Cc2ccc(Cl)cc2)CC1 (stereo partly specified)	92	105	100	105	97	-1	7	-4
COc1ccc([N+](=O)[O-])cc1NC(=O)C(C)Sc1ccc(C)cc1 (stereo unspecified)	93	99	94	114	88	1	4	-1
COc1cccc(-c2ccc(NC(=O)C3CCCN(Cc4cnn(C)c4)C3)cc2)c1 (stereo unspecified)	101	98	102	90	110	-2	12	-6
CCOC(=O)c1cccc(NC(=S)N2CCN(c3ncc4c(=O)c(C(=O)O)cn(CC)c4n3)CC2)c1	112	101	104	105	108	-1	-4	-4
CNS(=O)(=O)c1cccc2cccnc12	91	94	91	97	101	2	-8	-2
O=C(O)c1ccc(-n2nncc2-c2ccccc2)cc1	106	105	104	94	106	3	7	0
COc1ccc(C(=O)OCC(=O)c2ccc3c(c2)NC(=O)CO3)cc1S(=O)(=O)N1CCOCC1	99	96	107	101	100	-1	3	8

Further entries.
Structure	CIT2-GFP yeast	RPL19A-GFP yeast	AGP1-GFP MLPCN	LAP4 TOR yeast	MEP2 TOR yeast	AHR act	procasp3 activ	procasp7 counter
COc1ccccc1CCNC(=O)C(=O)NCC1OCCN1S(=O)(=O)c1ccc(Cl)cc1 (stereo unspecified)	89	88	88	92	96	3	3	-1
CCn1cc(CCCC(=O)NCc2ccc(OC)cc2)c2ccccc21	93	98	93	93	103	.	.	.
CCOC(=O)C1=C(C)NC2=C(C(=O)CCC2)C1c1ccc(O)c(OCC)c1 (stereo unspecified)	101	102	108	102	105	14	4	0
COc1ccc(S(=O)(=O)Nc2cccc3c2O[C@H](CN(C)S(=O)(=O)c2ccc(OC)cc2)[C@@H](C)CN([C@H](C)CO)C3=O)cc1	92	90	98	94	87	0	13	11
Cc1cccc(OCC(O)Cn2ccnc2C)c1 (stereo unspecified)	97	96	91	90	108	0	4	6
Cc1nn(Cc2ccc(Cl)cc2)c(C)c1NC(=O)C1CC=CCC1C(=O)O (stereo unspecified)	110	105	108	112	109	0	6	-4
COc1cc(OC)cc(C(=O)Nc2cccc(-c3ccc4nncn4n3)c2)c1	98	97	100	99	99	1	2	2
CCC1CCCCN1CCCNC(=O)C1CCC(CNS(=O)(=O)c2c(C)cc(C)cc2C)CC1 (stereo unspecified)	96	97	101	97	100	0	11	-6
Cc1ccc2nc(N3CCN(C(=O)c4ccc(F)cc4)CC3)c(C#N)cc2c1	96	95	92	112	105	11	-8	-11
CN(C)C(=O)c1ccc(NC(=O)COC(=O)CC23CC4CC(CC(Br)(C4)C2)C3)cc1	90	94	106	100	91	0	11	-2
Cc1ccc(S(=O)(=O)N2CCN(C(=O)COC(=O)CSc3ccccc3)CC2)c(C)c1	105	99	122	108	100	-1	-2	12
COc1cc(OC)cc(C(=O)NC(C(=O)NCCN(C)C)C23CC4CC(CC(C4)C2)C3)c1 (stereo unspecified)	99	100	103	93	101	1	3	4

Following part.
Structure	CIT2-GFP yeast	RPL19A-GFP yeast	AGP1-GFP MLPCN	LAP4 TOR yeast	MEP2 TOR yeast	AHR act	procasp3 activ	procasp7 counter
O=C(O)CNC(=O)C(CS)Cc1ccccc1 (stereo unspecified)	101	106	107	112	108	11	6	-2
COCCn1c(=O)[nH]c2cc(C(=O)NC(C)C)ccc2c1=O	96	99	98	99	101	38	-5	6
CC1CCCCC1NS(=O)(=O)c1ccc2c(c1)CC(=O)N2C (stereo unspecified)	100	103	102	95	106	0	-8	-1
CC(C)OCC(O)CN1CCN(CCN2C(=O)c3cccc4cccc(c34)C2=O)CC1 (stereo unspecified)	103	96	100	96	97	4	12	-1
Cc1cccc(NC(=O)Nc2c(C)[nH]c(=O)[nH]c2=O)c1C	103	111	103	95	107	1	6	-6
COC(=O)c1ccc(OC(=O)c2cccnc2SC)cc1	80	102	94	97	104	3	6	-4
CCCC[C@@H]1C[C@H]1[C@@H](NC(=O)c1ccco1)c1ccc(C(=O)OC)cc1	103	101	100	95	100	0	0	0
CCOC(=O)c1cc(NC(=O)Nc2nccs2)c(C)nc1C	106	102	100	97	109	27	4	1
COc1ccc(CNC(=O)c2ccc3ccccc3n2)cc1	97	104	98	100	98	13	-3	2
O=C(Nc1ccc(N2CCOCC2)c(Cl)c1)c1ccco1	104	102	105	109	106	7	3	1
CCOC(=O)Cc1csc(NC(=O)CCc2ccccc2)n1	91	97	89	94	114	1	7	10
Cc1ccc(C(=O)N/N=C\C2CC=CCC2)cc1[N+](=O)[O-] (stereo unspecified)	94	96	110	106	94	12	-2	-1

Going on with the list:
Structure	CIT2-GFP yeast	RPL19A-GFP yeast	AGP1-GFP MLPCN	LAP4 TOR yeast	MEP2 TOR yeast	AHR act	procasp3 activ	procasp7 counter
CCOC(=O)C1CCN(C(=O)CN2C(=O)c3cccnc3Oc3ccc(C)cc32)CC1	100	98	101	106	100	-1	4	4
CC(C)c1nnc(NC(=O)c2cc3cc(Br)ccc3oc2=O)s1	112	110	95	103	107	17	-5	-7
O=C(O/N=C1\CCS(=O)(=O)c2sccc21)C1CC1	86	96	91	99	88	1	0	6
COc1ccc(C2Nc3ccccc3C(=O)N2NS(=O)(=O)c2ccc(C)cc2)c(OC)c1 (stereo unspecified)	101	101	100	94	103	2	2	1
CCN(CC)c1ccc(/C=C(\C#N)C(N)=S)cc1	100	89	86	138	118	6	-23	-23
COc1cc(N=c2ssnc2Cl)c(OC)cc1Cl	91&88	90&84	73&85	162*	93&104	15&16	-23&-15	-28&-28
CC(C)OCCCNC(=O)CCCC(=O)Nc1ccc(OCCc2ccccc2)cc1	100	104	104	97	100	0	0	-5
COc1ccc(CC(=O)N/N=C(\C)c2cccs2)cc1OC	89	114	95	71	99	.	.	.
CC1(C)CC(=O)C(C2(O)C(=O)N(Cc3ccccc3)c3ccccc32)CO1 (stereo unspecified)	104	106	110	113	110	-1	4	3
COc1ccc(Cc2nc3ccc(C(=O)NCCSC)cc3o2)cc1	104	100	97	94	105	15	1	10
C=CCNc1nc(C)c(CNc2c(C)cc(C)cc2C)nc1C#N	96	93	90	86	96	4	1	0
NC(=O)NCCCC(=O)NCC(c1ccccc1Cl)c1c[nH]c2ccccc12 (stereo unspecified)	106	92	96	90	93	9	-4	0
COc1ccc(C)cc1NC(=O)C(Sc1nnc(Nc2cc(C)ccc2OC)s1)c1ccccc1 (stereo unspecified)	107	105	106	97	102	6	4	3
CC(C)n1c(CSCc2ccc(Cl)cc2Cl)n[nH]c1=S	71	88	76	142	96	0	-22	-23
